SR-BI uptake up: activators of SR-BI mediated HDL lipid uptake. CHO ldlA[mSR-BI] cells, DiI-HDL uptake fluorescence, 3 h; 100 = double the neutral-control signal. activation, % at 12.5 µM. actives 0.096% (n = 320,000). AID 504775;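 active = mean replicate activation of at least 60% and every replicate at or above 60%; inconclusive = mean or all-replicate condition met, but not both; inactive = mean below 60% and not all replicates reaching 60%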;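 note: 0% = median plate neutral-control signal and 100% = twice that signal; values of inactives mirror those of a sister screen read the other way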
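Material – SR-BI-overexpressing, LDLR-lacking CHO cells · Medium – BSA-supplemented, HEPES-buffered Ham's F12, pH 7.4 · Doses – single concentration · Times – compound with DiI-HDL co-incubation, 3 h at 37 °C · Measured by – bottom-read fluorescence, 550/595 nm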
MITF TRPM1 HTS: MITF TRPM1 promoter activation in melanoma cells | activation, % at 12.5 µM | SK-MEL-5 TRPM1-promoter luciferase, 24 h; % of positive control, neutral wells = 0 | actives 0.75% (n = 300,000);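 active = mean activation of at least 80% with every replicate also reaching 80%; inconclusive = mean reaches 80% but some replicate falls short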;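 note: 0% = neutral control wells and 100% = parthenolide positive control wells; values of inactives mirror those of a sister screen read the other way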
dFosB activator: mouse delta FosB homodimer activation | actives 0.99% (n = 340,000) | activation, % at 25 µM | P13346 | purified delta FosB, TAMRA-CDK5 oligo fluorescence polarization; percent of positive-control signal above neutral wells | AID 493131;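 active = mean activation above about 17%, with every replicate also reaching it, limit read from the data, passing the limit was not always enough; inconclusive = only one of the two conditions met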;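 note: fluorescence polarization rise as delta FosB binds a TAMRA Cdk5 AP-1 oligo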
RTF Ca sens act: increases calcium sensitivity of human cardiac regulated thin filaments; activation, % at 7.2 µM; AID 493008; IANBD-labeled TnC RTF fluorescence at EC20 calcium; 0% EC20 calcium, 100% full calcium; P19429+P45379; actives 0.24% (n = 340,000);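 active = activation above the mean over all tested compounds plus 3 SD, cut at about 30% in these data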;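 note: rise in fluorescence read as greater calcium sensitivity of cardiac thin filaments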
SR-BI DiI inh: mouse SR-BI HDL lipid transfer inhibition. ldlA[mSR-BI] CHO cells, DiI-HDL uptake fluorescence, 3 h. inhibition, % at 12.5 µM. actives 0.96% (n = 320,000). AID 488896;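 active = mean replicate inhibition of at least 70% and a set share of replicates each scoring 70 or more; inconclusive = meets just one of the two criteria; inactive = fails both criteria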;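 note: 0% = median of neutral control wells and 100% = median of positive control wells; values of inactives mirror those of a sister screen read the other way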
Target sequence (Q61009 whole entry, looked up): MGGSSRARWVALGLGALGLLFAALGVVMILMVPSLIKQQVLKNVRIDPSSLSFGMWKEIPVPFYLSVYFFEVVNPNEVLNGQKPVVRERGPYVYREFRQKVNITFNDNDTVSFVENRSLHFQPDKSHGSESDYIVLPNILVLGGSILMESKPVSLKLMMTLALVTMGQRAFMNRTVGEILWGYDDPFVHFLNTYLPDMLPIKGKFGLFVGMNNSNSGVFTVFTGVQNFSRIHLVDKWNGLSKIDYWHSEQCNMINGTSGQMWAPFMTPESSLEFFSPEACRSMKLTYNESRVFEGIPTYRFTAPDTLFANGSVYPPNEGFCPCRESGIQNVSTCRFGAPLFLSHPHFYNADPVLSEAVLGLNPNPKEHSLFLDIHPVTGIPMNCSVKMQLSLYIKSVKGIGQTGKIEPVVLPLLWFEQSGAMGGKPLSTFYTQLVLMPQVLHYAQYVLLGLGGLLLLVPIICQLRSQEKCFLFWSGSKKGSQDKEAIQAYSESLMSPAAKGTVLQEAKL
Rtt109 HAT inh: C. albicans Rtt109 histone acetyltransferase inhibition; purified Rtt109/Vps75, ThioGlo CoA-SH fluorescence, 4 h; actives 0.16% (n = 330,000); inhibition, % at 34.9 µM; Q5AAJ8;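 active = inhibition of at least 50% in every replicate; inconclusive = best replicate reaches 50% inhibition but some replicates fall short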
Target sequence (Q5AAJ8 whole entry, looked up): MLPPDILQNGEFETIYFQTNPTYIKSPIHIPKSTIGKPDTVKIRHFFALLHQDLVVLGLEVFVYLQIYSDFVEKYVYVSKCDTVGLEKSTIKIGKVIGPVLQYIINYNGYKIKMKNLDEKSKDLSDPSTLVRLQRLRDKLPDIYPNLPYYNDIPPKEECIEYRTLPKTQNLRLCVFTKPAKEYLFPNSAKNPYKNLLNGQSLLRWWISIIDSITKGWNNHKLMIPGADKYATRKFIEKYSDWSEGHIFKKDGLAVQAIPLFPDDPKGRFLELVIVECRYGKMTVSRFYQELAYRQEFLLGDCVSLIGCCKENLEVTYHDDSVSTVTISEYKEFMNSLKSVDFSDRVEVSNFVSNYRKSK
Wnt act: activates Wnt/beta-catenin signaling in a reporter cell assay | activation, % at 9.35 µM | AID 743398 | actives 1.2% (n = 300,000) | activator, plate reader; in the data active = activation above about 30%, passing the limit was not always enough; inconclusive = no clear call, values can overlap the other calls;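 note: 0% = neutral control wells and 100% = positive control wells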
CDK5 inh: blocks human CDK5/p35 kinase activity. Q00535+Q15078. Recombinant CDK5/p35, ADP-Glo luminescence, 60 min. inhibition, % at 10 µM. actives 0.01% (n = 330,000). AID 488839;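 active = highest replicate inhibition of at least 50% and at least 75% of replicates reaching 50%; inconclusive = only one of the two criteria met; inactive = both criteria failed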;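 note: plate controls were DMSO neutral control for no effect and GW8510 at 10 µM for full effect; many of its hits are not listed in these tables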
HTR5A ag: activates human HTR5A in OPRM1-OPRD1 agonist counter-screen. HTR5A agonist assay, luminescence, cell-based. actives 0.61% (n = 340,000). P47898. AID 504692. activation, % at 9.3 µM; in the data active = activation mostly above about 9.5%, no sharp cut-off; inactive = mostly below about 7.6%;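 note: 0% = cells with vehicle only and 100% = reference agonist; strong numbers were not always called active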
PvdQ acylase: P. aeruginosa PvdQ acylase inhibition. purified PvdQ acylase, fluorescence plate reader. inhibition, % at 10 µM. actives 0.063% (n = 340,000); in the data active = inhibition above about 30%, passing the limit was not always enough; inconclusive = no clear call, values can overlap the other calls;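 note: 0% = vehicle neutral wells and 100% = reference inhibitor wells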
An asterisk follows results filed as active; ? = inconclusive; . = not tested or not shown.

Order of values: dFosB activator | SR-BI uptake up | CDK5 inh | RTF Ca sens act | MITF TRPM1 HTS | HTR5A ag | SR-BI DiI inh | PvdQ acylase | Rtt109 HAT inh | Wnt act
- O=C(O)c1ccc(Cl)cc1Nc1nc2cc(Cl)ccc2o1
→ -5.2 | . | -1.5 | -5.6 | . | -1.4 | . | -8.7 | -1.3 | -1.2
- CCC(NC(=O)CCc1c(C)c2cc3c4c(oc3cc2oc1=O)CCCC4)C(=O)O (stereo not drawn)
→ -1.9 | -3.6 | 1.4 | -2.8 | . | 2.3 | 3.6 | -20.0 | 4.1 | 2.4
- Cc1ccc(-n2c(C)cc(/C=N/Nc3ccc([N+](=O)[O-])cn3)c2C)cc1
→ -2.0 | -18.7 | 2.8 | 6.5 | -3.7 | 1.5 | 18.7 | -10.1 | 6.6 | .
- O=C(Nc1ccc(C(F)(F)F)cc1)c1cnc(N2CCN(c3ccccn3)CC2)c2ccccc12
→ -7.2 | -57.5 | -0.7 | . | -45.4 | . | 57.5 | -8.8 | -23.3 | -0.6
- Cc1ccc(NC(=S)NC(=O)C2CCCCC2)c(Br)c1
→ -11.3 | -12.1 | -5.2 | -0.5 | 69.5 | 0.0 | 12.1 | -24.8 | -6.4 | 9.8
- COC(=O)c1cnc[nH]1
→ -4.7 | 9.6 | -3.2 | 8.6 | -16.6 | 4.2 | -9.6 | -25.3 | 0.6 | -0.3
- CCOCCCNC(=S)N1CCC(NC(=O)C2CCCCC2)CC1
→ 3.9 | 4.7 | 0.8 | 0.7 | 3.0 | 2.4 | -4.7 | -3.3 | -4.3 | -2.7
- CC1(C)Cc2ccccc2/C(=C/C(=O)N2CCCCCC2)N1
→ -6.0 | 3.4 | -1.5 | 7.1 | -20.4 | -5.5 | -3.4 | -8.2 | -1.5 | 0.8
- O=c1ccc(-c2nc3ccccc3n2Cc2ccccc2Cl)c[nH]1
→ -1.2 | -7.7 | -1.9 | 2.9 | 4.6 | -0.6 | 7.7 | -8.1 | -7.0 | -0.1
- CCCCCN1CC(=O)N2Cc3[nH]c4ccccc4c3C[C@H]2C1=O
→ -6.7 | -10.7 | -0.2 | -3.9 | 2.9 | 4.9 | 10.7 | -1.8 | 0.4 | -1.1
- COc1ccc(CN2CCNC(=O)C2CC(=O)NCC2CCOCC2)c(F)c1 (stereo not drawn)
→ -1.8 | 18.6 | 0.4 | -2.4 | -3.9 | -3.3 | -18.6 | -7.9 | -7.0 | 1.5
- COc1ccc(C(=O)OC(C(=O)c2ccc(C)cc2)c2ccccc2)cc1 (stereo not drawn)
→ -8.5 | 11.0 | -1.1 | -2.1 | . | 0.0 | -11.0 | -4.2 | . | 3.5
- NC(=O)NCc1ccccc1
→ -0.5 | 4.8 | 1.7 | 3.2 | 1.1 | 7.8 | -4.8 | 6.1 | 7.2 | 0.9
- CSCCC(NC(=O)c1ccccc1Cl)C(=O)NCC(c1ccco1)N1CCCCC1 (stereo not drawn)
→ -4.9 | 22.4 | -0.3 | 4.5 | -1.2 | -3.2 | -22.4 | -2.7 | 0.3 | -3.2
- COc1ccc(-c2csc3ncnc(NCCCO)c23)cc1
→ -11.5 | -13.6 | 4.4 | -2.8 | 7.2 | -5.2 | 13.6 | -11.1 | -6.4 | -4.3
- CCOC(=O)N1CCN(S(=O)(=O)N2CCCC(C(=O)NCc3ccc(OC)cc3)C2)CC1 (stereo not drawn)
→ -5.3 | 18.2 | -4.2 | 2.6 | -3.0 | 2.3 | -18.2 | -17.6 | -0.7 | -1.9
- C=CCSc1ncc(CO)n1Cc1ccccc1
→ 1.4 | 7.3 | 1.5 | 1.9 | -3.4 | 4.1 | -7.3 | -7.3 | -10.3 | -0.4
- COc1ccccc1NC(=O)C(C)OC(=O)CCSc1ccc(F)cc1 (stereo not drawn)
→ 4.7 | 27.3 | -0.5 | 1.3 | 10.7 | 2.4 | -27.3 | -1.1 | 6.2 | -1.8
- Cc1cc(C(=O)NCc2cccnc2)cs1
→ -5.7 | 10.1 | 0.1 | 9.7 | 9.7 | 0.1 | -10.1 | 2.0 | 9.5 | 0.1
- CCCn1c(NC(=O)C2CCN(C(=O)c3ccccc3C)CC2)nc2ccccc21
→ -4.4 | 14.5 | 0.0 | -6.5 | -23.4 | -2.4 | -14.5 | 4.2 | -2.9 | 2.2
- Cc1cc(C(=O)Nn2c(-c3ccncc3)nc3ccccc3c2=O)ccc1[N+](=O)[O-]
→ -12.8 | 6.2 | -4.1 | 5.9 | 6.8 | 2.6 | -6.2 | -9.4 | -10.2 | 0.7
- Cc1ccccc1Cn1c(=O)c2c(nc3n2CCN3Cc2ccco2)n(C)c1=O
→ -4.1 | . | 0.9 | -4.7 | 5.7 | . | . | -10.9 | -10.3 | 0.5
- Cc1ccc(C(=O)NCCN2CCOCC2)cc1C
→ 3.5 | 0.5 | 0.4 | 4.1 | 5.4 | 2.1 | -0.5 | 0.8 | 0.4 | 1.5
- CSc1cc(/C=N/O)c(SC)s1
→ 0.6 | 14.9 | -0.8 | -1.4 | 0.8 | -2.8 | -14.9 | -8.4 | 1.2 | .
- Cc1c(NC(=O)CSc2nnc(-c3cccnc3)n2N)c(=O)n(-c2ccccc2)n1C
→ -11.0 | 9.7 | 1.1 | 1.6 | -10.5 | -0.4 | -9.7 | -12.1 | -5.0 | 0.3
- C[C@H](CO)N1C[C@H](C)[C@@H](CN(C)S(=O)(=O)c2cn(C)cn2)Oc2ccc(NC(=O)C3CC3)cc2C1=O
→ -5.4 | 6.3 | 0.1 | -1.6 | -12.3 | -1.7 | -6.3 | -14.6 | 3.4 | 0.8
- Cc1cc(C)cc(NC(=O)CCC(=O)Nc2nnc(C(C)C)s2)c1
→ 7.4 | 9.0 | 0.2 | -9.5 | -8.4 | -1.0 | -9.0 | 9.5 | 15.1 | 0.9
- Cc1cccc(N(C)C(=O)CCS(=O)(=O)c2cccc3nonc23)c1
→ -2.3 | 8.9 | 2.0 | 1.7 | 4.9 | 1.0 | -8.9 | -8.6 | -2.3 | -1.5
- CCOc1ccc(/C=C/C(=O)N2CCOCC2)cc1OC
→ 4.8 | 6.5 | 1.6 | -2.9 | . | -3.5 | -6.5 | 12.6 | 14.7 | 1.5
- Cc1[nH]c2ccccc2c1C(=O)CN1C(=O)C(=O)N(CCC2=CCCCC2)C1=O
→ -7.5 | -0.4 | -1.3 | 2.4 | . | 3.4 | 0.4 | -16.9 | -0.6 | -7.0

(more compounds)
Order of values: dFosB activator | SR-BI uptake up | CDK5 inh | RTF Ca sens act | MITF TRPM1 HTS | HTR5A ag | SR-BI DiI inh | PvdQ acylase | Rtt109 HAT inh | Wnt act
- Fc1ccc(Nc2ccnc(Nc3ccc(F)cc3)n2)cc1
→ ? | -11.9 | -0.4 | -7.5 | 70.8 | 2.8 | 11.9 | -12.5 | 1.1 | 23.8
- CN1c2ccccc2C(C)(C)C12CCCC(=O)N2 (stereo not drawn)
→ 4.7 | 16.0 | 0.4 | 0.1 | -7.5 | -6.2 | -16.0 | 0.3 | 7.3 | .
- CC(OC(=O)c1snc(C(=O)NC2CCCCC2)c1N)C(=O)NC(C)(C)C (stereo not drawn)
→ -8.7 | -17.5 | 0.7 | -3.4 | -1.4 | 5.8 | 17.5 | 12.4 | -0.4 | -4.6
- COC(=O)CSc1cc([N+](=O)[O-])ccc1NC(=O)OC
→ 3.2 | 27.5 | -0.4 | 2.7 | -13.7 | 2.1 | -27.5 | -13.4 | -1.7 | -1.8
- COCCCN1C(=O)C(=O)/C(=C(/O)c2ccccc2)C1c1ccc(N(C)C)cc1 (stereo not drawn)
→ -7.3 | 4.8 | 0.3 | 1.0 | -14.9 | 1.9 | -4.8 | 1.8 | 9.1 | .
- Cn1c(=O)n(Cc2ccccc2Cl)c2ccccc21
→ -1.4 | -19.2 | 1.6 | -0.4 | 1.9 | -9.2 | 19.2 | -1.9 | -4.7 | -0.4
- COC(=O)CC1=NN(c2nc3ccccc3s2)C(=O)/C1=C/N(C)C
→ 0.2 | 9.0 | -2.0 | 2.6 | 9.3 | 0.5 | -9.0 | 9.5 | 4.0 | -0.3
- COc1ccc2[nH]c3c(c2c1)CCN1C(=O)C(CC(=O)NC(C)(C)C)C[C@H](C(=O)N2CCCCC2)[C@@]31C (stereo partly drawn)
→ -16.2 | 18.1 | 2.1 | 1.0 | 1.0 | -0.6 | -18.1 | -9.1 | -12.0 | 1.5
- NC(=O)C1CCCN(Cc2c(C(=O)N3CCc4ccccc4C3)nc3ccc(Cl)cn23)C1 (stereo not drawn)
→ 1.5 | 31.7 | -3.0 | 5.3 | -2.1 | -2.4 | -31.7 | -17.9 | -13.6 | -1.7
- Cc1ccc(/C=N/NC(=O)CN2CCN(S(=O)(=O)c3ccc(Br)cc3)CC2)s1
→ -4.4 | 7.1 | -0.4 | 0.1 | -1.2 | -3.2 | -7.1 | -1.7 | 8.4 | .
- O=C(CSc1nncn1-c1ccccc1)c1c[nH]c2ccccc12
→ -3.5 | -3.3 | 0.1 | 4.7 | -24.8 | 3.2 | 3.3 | -1.6 | -11.4 | .
- CCCCN(CC)CCNC(=O)c1cn(C)c(=O)c2c1c1ccccc1n2C
→ -5.4 | . | 1.0 | -4.0 | -3.6 | -2.2 | . | -7.1 | -1.6 | 0.5
- O=C(NCc1cccnc1)C(C(=O)c1ccc(F)cc1)n1ccccc1=O (stereo not drawn)
→ -5.9 | 6.1 | -6.0 | 1.8 | -9.7 | -6.3 | -6.1 | -12.4 | -4.2 | .
- Cn1c(N)c(C(=O)COC(=O)CN2C(=O)c3ccccc3C2=O)c(=O)n(C)c1=O
→ -10.3 | 23.8 | 0.9 | -1.0 | -11.7 | 6.5 | -23.8 | 8.0 | . | -8.8
- COc1ccccc1-c1nnc(NC(=O)c2cccc(N3C(=O)CCC3=O)c2)o1
→ -3.8 | -14.8 | -1.8 | -1.8 | -10.8 | 6.4 | 14.8 | -10.9 | -5.5 | -1.3
- CCCc1c(C(=O)N/N=C/c2ccc(OCc3ccccc3)c(OC)c2)nnn1-c1nonc1N
→ -0.3 | -75.8 | -6.2 | 0.8 | 68.5 | 4.9 | 75.8* | -24.0 | -11.0 | 4.5
- CC(C)CC1(C)NC(=O)N(CC(=O)N2C(C)CCCC2C)C1=O (stereo not drawn)
→ -3.3 | 2.8 | -1.9 | -2.9 | 23.2 | 13.1* | -2.8 | 7.5 | 6.0 | -2.0
- O=C(N/N=C/c1ccoc1)c1ccc(Cl)cc1Cl
→ -14.1 | 28.2 | -1.2 | 2.1 | 7.2 | -4.0 | -28.2 | -4.7 | 0.0 | 4.5
- O=C(N1CCOCC1)N1CCN(C(c2ccccc2)c2ccccc2)CC1
→ -10.9 | 30.1 | -1.4 | 3.8 | 5.6 | -3.0 | -30.1 | -7.2 | 10.3 | .

Compounds as they come; overall some 4.4% were active at least once.
